FXIIa inh – human FXIIa protease inhibitors, primary screen, biochemical, 1536-well; Coagulation factor XII (Homo sapiens), P00748; purified FXIIa, Boc-QGR-AMC fluorogenic substrate, 2 h; inhibition, % at 5 µM; AID 800, 2007; 220,000 compounds, 0.3% hits; in the data active = inhibition above about 40%;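 note: 0% = enzyme with no compound and 100% = blank without enzyme; many of its hits are not listed in these tables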
PGE2 EP2 inh – human EP2 receptor antagonists, primary screen, TR-FRET cAMP, C6 glioma cells; 260,000 compounds, 0.52% hits; inhibition, % at 25 µM; C6 glioma cells expressing human EP2; cells stimulated with saturating PGE2; Prostaglandin E2 receptor EP2 subtype (Homo sapiens), P43116; AID 1422, 2008;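 active = percent inhibition above 40 after rounding to a whole number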;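 note: rat C6 glioma host cells with rolipram phosphodiesterase inhibitor present; the protocol text gives 20 µM as final concentration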
Target sequence (P43116 whole entry, looked up): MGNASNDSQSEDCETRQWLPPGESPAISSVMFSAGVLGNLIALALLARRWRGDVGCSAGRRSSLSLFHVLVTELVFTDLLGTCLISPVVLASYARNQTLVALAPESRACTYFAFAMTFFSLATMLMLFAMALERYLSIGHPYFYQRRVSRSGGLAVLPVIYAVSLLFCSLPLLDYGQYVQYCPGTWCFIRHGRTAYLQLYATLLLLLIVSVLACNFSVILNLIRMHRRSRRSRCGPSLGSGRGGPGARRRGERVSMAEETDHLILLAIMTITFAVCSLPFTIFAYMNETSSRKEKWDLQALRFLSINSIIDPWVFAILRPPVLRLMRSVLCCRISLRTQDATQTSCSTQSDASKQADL
TNF necrop inh – inhibitors of TNF-alpha triggered necroptosis, primary screen, cell-based, Jurkat FADD-/-, single concentration | Jurkat FADD-/- TNF necroptosis rescue, ATP luminescence, 24 h; 0 = TNF only, 100 = no-TNF cells | activation (protection from cell death), % at 10 µM | 220,000 compounds, 0.068% hits | AID 463075, 2010;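 active = activation, meaning protection from cell death, of at least 50% relative to plate controls; inactive = activation below 50%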;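 note: necroptosis triggered by 40 ng/mL TNF-alpha added together with compound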
L929 necroptosis – inhibitors of zVAD-triggered necroptosis, primary screen, L929 cells. viability rescue, % at 10 µM. 220,000 compounds, 0.38% hits. L929 zVAD necroptosis rescue, ATP luminescence, 24 h; with zVAD 60 µM;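 active = activation, scaled between plate controls, above about 75%, limit read from the data; inactive = activation under that limit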;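 note: 0% = zVAD with DMSO and 100% = DMSO alone without zVAD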
Wee1 degr inh – Wee1 degradation inhibitors, primary screen, cell-based, HeLa, Wee1K328M-luciferase, luminescence; HeLa Luc-Wee1K328M stability; 100% = proteasome inhibitor MG132 effect; reporter increase, % at 5 µM; 220,000 compounds, 1.2% hits;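 active = activation above the mean of all tested compounds plus 3 SD, set per screening run, cut at about 8.8% in these data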;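 note: cells exposed to compound for 20 h before luminescence read; 0% = DMSO alone and 100% = MG132 at 30 µM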
CHOP inhibitor – inhibitors of CHOP promoter induction, primary screen, cell-based, unfolded protein response, luciferase reporter | CHO-K1 CHOP-promoter luciferase, tunicamycin-induced, 15-18 h | inhibition, % at 10 µM | 220,000 compounds, 3.8% hits | AID 2732, 2010;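 active = compounds that reduced the stress-induced luciferase reporter signal by more than about 70% of percent inhibition, limit read from the data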;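 note: 0% = tunicamycin plus vehicle and 100% = wells without tunicamycin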
Tb hexokinase – Trypanosoma brucei hexokinase 1 inhibitors, primary screen, biochemical, G6PDH-coupled NADH absorbance, MLSCN library; recombinant TbHK1, G6PDH-coupled NADH A340; inhibition, % at 10 µM; 220,000 compounds, 0.11% hits; hexokinase 1 [Trypanosoma brucei];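 active = inhibition of 50% or more in the single-dose primary screen; inactive = inhibition below 50%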
FXIa inh – human FXIa protease inhibitors, primary screen, biochemical, 1536-well. purified FXIa, Boc-Glu-Ala-Arg-AMC fluorogenic substrate. Coagulation factor XI (Homo sapiens), P03951. 220,000 compounds, 0.14% hits. inhibition, % at 5 µM;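 active = inhibition of at least 40%; inactive = inhibition below 40%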;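 note: fluorescence of freed AMC excited at 355 nm; 0% = enzyme without compound and 100% = no enzyme blank; many of its hits are not listed in these tables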
Target sequence (P03951 19-387 limits assumed): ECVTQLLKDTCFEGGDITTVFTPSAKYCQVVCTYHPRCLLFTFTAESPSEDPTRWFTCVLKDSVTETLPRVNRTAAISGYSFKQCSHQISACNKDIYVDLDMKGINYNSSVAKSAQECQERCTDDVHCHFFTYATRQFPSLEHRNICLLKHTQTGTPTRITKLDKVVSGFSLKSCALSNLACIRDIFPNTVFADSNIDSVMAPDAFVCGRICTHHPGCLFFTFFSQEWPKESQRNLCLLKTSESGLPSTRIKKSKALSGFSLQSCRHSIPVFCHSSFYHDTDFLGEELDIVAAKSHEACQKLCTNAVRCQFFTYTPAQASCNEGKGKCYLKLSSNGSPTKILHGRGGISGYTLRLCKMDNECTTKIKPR
Target sequence (P03951 388-625 limits assumed): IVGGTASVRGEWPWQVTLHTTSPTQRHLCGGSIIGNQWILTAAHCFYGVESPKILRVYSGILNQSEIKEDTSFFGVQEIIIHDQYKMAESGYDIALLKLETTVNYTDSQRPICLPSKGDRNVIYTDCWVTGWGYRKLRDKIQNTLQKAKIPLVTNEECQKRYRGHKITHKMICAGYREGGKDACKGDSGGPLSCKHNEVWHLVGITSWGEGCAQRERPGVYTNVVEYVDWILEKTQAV
PPC-1+TRAIL kill – compounds killing PPC-1 cancer cells with TRAIL present, primary screen, TRAIL potentiator project, ATPLite luminescence, uHTS. PPC-1 cells + TRAIL, ATPLite viability luminescence. cell killing (% activity), % at 4 µM. 220,000 compounds, 0.41% hits. AID 1443, 2008;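 active = cell killing above 50% in the first pass at 4 µM, then a duplicate retest at 5 µM averaging 50% or more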;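 note: plate controls were cells with TRAIL plus DMSO for no effect and medium-only wells lacking cells for full effect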
Active calls of the source: *; nt = no result given; [ ] = remark or other dose. Some of the compounds tested; the hit share may differ from the screen's.

SMILES	FXIIa inh	PGE2 EP2 inh	TNF necrop inh	L929 necroptosis	Wee1 degr inh	CHOP inhibitor	Tb hexokinase	FXIa inh	PPC-1+TRAIL kill
O=C(CN1CCCCCC1)Nc1cc(C(F)(F)F)ccc1Cl	-1	8	-0.2	5.6	-2	7	2	-4	24
C/C(=N/Oc1nc(C)cc(C)n1)c1ccccc1	-7	15	1.6	0.6	0	5	0	0	9
COc1ccc(CCNc2nc(-c3sc(N)nc3C)cs2)cc1OC	12	14	-6.3	36	0	6	-12	7	15
Cc1ccc(C)n1-c1ccc(C(=O)Nc2ccccc2F)cc1	4	7	-0.9	1.5	0	5	1	-12	13
O=c1[nH]c2cc3c(cc2cc1CN(Cc1ccco1)C(=S)NCCCN1CCOCC1)OCCO3	6	12	0.4	0.0	0	8	-21	-3	11
COc1cc(SC)ccc1C(=O)OCC(=O)NC(=O)NC(C)C	-2	6	1.8	4.8	3	-24	0	-6	16
Cc1cccnc1NC(=O)c1ccc([N+](=O)[O-])o1	5	2	-2.8	-0.1	0	-13	-17	-7	5
Cc1c(C(=O)O)sc2nc(SCC(=O)Nc3ccc(S(=O)(=O)NCCCC(=O)O)cc3)[nH]c(=O)c12	12	3	-0.3	0.2	-2	9	-8	0	7
O=C(CSc1nnc(-c2ccco2)o1)NC1CCCCCC1	-1	20	-0.4	-0.1	-3	-3	4	1	20
c1ccc(Cc2nn3c(Cn4nnc5ccccc54)nnc3s2)cc1	5	nt	-2.5	-0.1	1	-2	1	-3	-6
O=C(COc1ccccc1)NCC1CCCO1 (stereo not given)	10	2	-0.6	0.2	1	-13	-12	8	11
OC(COc1ccc(Cl)cc1)CN1C2=NCCCN2c2ccccc21 (stereo not given)	16	6	-3.8	1.5	0	0	6	3	14
Cc1ccc(C)c2nc(SCC(=O)NCc3cccs3)c(C#N)cc12	-1	17	-1.2	0.1	-1	34	5	-1	4
O=C1/C(=C/c2cccc([N+](=O)[O-])c2)CCc2ccccc21	9	10	-3.9	0.8	-2	16	0	7	23
O=c1cc(CSc2ccc(Cl)cc2)nc(N2CCCCC2)[nH]1	7	6	-11	0.1	0	43	3	3	-12
CC(C(=O)NCCN1C(=O)S/C(=C\c2cccs2)C1=O)N1C(=O)c2ccccc2C1=O (stereo not given)	2	8	2.2	0.6	-1	-4	-8	4	18
COc1ccc(Cc2c(C)nc(N)nc2Cl)cc1	10	6	0.4	0.1	5	26	1	5	7
COc1cc(/C=N\Nc2ccc([N+](=O)[O-])cc2)ccc1OCC(=O)Nc1ccc(C)c(C)c1	13	nt	-0.8	0.3	-2	78*	-3	5	12
Cc1cc(NC(=O)c2n[nH]c(=O)c3ccccc23)ccc1Br	6	7	-0.5	0.5	4	-38	-19	9	-6
CCn1c(=N)n(CC(=O)c2ccco2)c2ccccc21	0	7	-0.6	-0.2	3	28	4	4	-1

The list goes on; the last 3 above are carried over.
SMILES	FXIIa inh	PGE2 EP2 inh	TNF necrop inh	L929 necroptosis	Wee1 degr inh	CHOP inhibitor	Tb hexokinase	FXIa inh	PPC-1+TRAIL kill
COc1cc(/C=N\Nc2ccc([N+](=O)[O-])cc2)ccc1OCC(=O)Nc1ccc(C)c(C)c1	13	nt	-0.8	0.3	-2	78*	-3	5	12
Cc1cc(NC(=O)c2n[nH]c(=O)c3ccccc23)ccc1Br	6	7	-0.5	0.5	4	-38	-19	9	-6
CCn1c(=N)n(CC(=O)c2ccco2)c2ccccc21	0	7	-0.6	-0.2	3	28	4	4	-1
COc1cccc(-c2cc(C(=O)Nc3cc(C)on3)no2)c1	10	4	0.2	1.2	1	34	0	-1	0
O=[N+]([O-])c1cccnc1Oc1ccc(F)cc1F	9	2	-3.5	0.1	0	10	1	-6	1
COC(=O)c1c(NC(=O)Cc2cccs2)sc2c1CCC(C)C2 (stereo not given)	2	22	2.3	-0.4	-2	-4	32	0	0
Cc1ccc(Nc2ncnc3sc(C)c(C)c23)cc1C	17	8	-0.9	-0.3	0	28	18	4	22
CCOc1ccccc1/C=C(\NC(=O)c1ccccc1)C(=O)NCCC(=O)O	17	10	0.7	0.5	-2	-14	-11	8	25
COC(=O)CCCCCC(CCC(=O)OC)NC(C)=O (stereo not given)	16	4	-0.9	0.9	-3	-31	4	6	-2
OCc1cn(-c2ccccc2)nc1-c1ccc2c(c1)OCCO2	13	20	-0.3	2.0	2	8	-4	-2	21
O=C(NCCOc1ccccc1)c1n[nH]c(=O)c2ccccc12	6	7	-0.3	0.2	-1	11	1	4	3
C=CCN1c2ccccc2[C@]23C[C@@H](C(=O)OC)N(C(C)=O)C2=NC(C(=O)OC)=C(C(=O)OC)[C@H]13	6	3	-0.3	0.2	nt	4	-19	-1	22
CCCC(=O)CN1C(=O)C2(OCCO2)c2ccccc21	11	7	-0.8	3.5	-3	30	-6	3	-14
Cc1ccc(S(=O)(=O)Nc2ccccn2)cc1[N+](=O)[O-]	11	6	-0.5	1.0	-2	27	-8	-3	19
Nc1c(C(=O)c2ccccc2)sc2nsc(SCCN3CCOCC3)c12	6	4	-2.0	3.9	-3	-22	-10	-3	21
COc1ccc(/C=C/C(=O)O)cc1S(=O)(=O)N1CCC(C)CC1	6	16	-0.3	0.7	-1	5	-8	1	5
CCOc1cc2c(cc1OCC)C(C(=O)O)C(c1ccc(OC)c(O)c1)N(C)C2=O (stereo not given)	14	19	0.4	0.6	6	1	-5	4	13
Cc1ccc2oc(-c3cccc(N)c3)nc2c1	11	7	-3.1	0.9	-3	1	-9	11	55*[5 µM]
CCC(COC(=O)Nc1cccc(C)c1C)NC(=O)OCC(C)C (stereo not given)	-3	11	0.7	0.5	0	-12	-1	-2	9
O=C(C1=C[C@H](c2ccc3c(c2)OCO3)C[C@H](OCCCCO)O1)N1CCN(Cc2ccc3c(c2)OCO3)CC1	10	6	1.4	-0.1	1	-12	-8	10	0
CC(=O)NC(c1ccc(F)cc1)c1cccnc1 (stereo not given)	12	7	-1.0	-0.4	-3	3	30	6	12
Cc1ccc(CN2C(=O)C(C)(C)Oc3ccc(C(=O)N4CCCCC4)cc32)cc1	18	15	-4.3	-0.4	-2	5	-6	3	-13
COc1ccc(Nc2nnc(C)c(=O)[nH]2)c(OC)c1	9	4	0.4	0.0	1	47	4	3	6
N#CC1=C2N=C(N)c3c(sc4c3CCCCC4)N2C2=C(C(=O)CCC2)C1c1ccccc1 (stereo not given)	8	15	-5.6	0.6	1	32	-12	-4	-11
COc1ccc(Cc2c(N)nc(N)nc2N)cc1	-11	17	-2.1	-0.6	-1	nt	-3	-9	14
CC(=O)OC1COC(N2CCc3ccccc32)C(OC(C)=O)C1OC(C)=O (stereo not given)	14	8	0.4	0.4	0	34	25	9	-10
O=CN1CCN(C(=O)c2ccccc2Cl)CC1	7	nt	0.3	-0.5	0	10	-11	-5	-25
CCOC(=O)c1c(NC(=O)Nc2ccc(C)cc2)sc2c1CCN(C)C2	9	9	2.3	-0.4	10*	-31	0	3	9
COC(=O)Cc1cccc2c(=O)c3ccccc3oc12	3	2	0.5	-0.2	2	21	9	-3	6
CSCCC(NC(=O)c1cc(C(C)(C)C)oc1C)C(=O)O (stereo not given)	-3	nt	1.5	6.0	2	23	-1	-5	-20
CCS(=O)(=O)Nc1cccc(-c2cc(-c3ccccc3)c3cc(C)ccc3n2)c1	11	5	1.4	2.7	-2	79*	-14	8	15
Cc1ccc(C)n1-c1cccc(N)c1	18	12	-5.0	-0.2	7	18	0	4	5
CC12CN(C(=O)c3ccc([N+](=O)[O-])cc3)CC(C)(CN(C(=O)c3ccc([N+](=O)[O-])cc3)C1)C2=O	1	8	0.0	-0.6	3	-10	-2	9	14
CCc1ccc(CNC(=O)C(=O)NCC2CCCO2)cc1 (stereo not given)	6	8	1.1	1.2	-1	-9	1	-6	4
Cn1cc(CNCc2cn[nH]c2-c2ccc(F)cc2)c(-c2ccc3c(c2)OCCO3)n1	6	3	3.3	0.9	0	14	12	2	24
COc1ccc(S(=O)(=O)N2CCCN(S(=O)(=O)c3ccc(OC)cc3C)CC2)c(C)c1	-6	11	9.4	1.1	2	46	2	-7	17
S=C(NCCN1CCOCC1)Nc1ccc(Cl)cc1	14	4	-5.6	-0.6	0	-22	5	20	-1
CCCCN(CCCC)C(=S)NC(=O)c1ccccc1Cl	6	5	0.8	0.5	3	-15	-9	6	4
CC(=O)N(CCC1(c2ccc(C)cc2)CCOC(C(C)C)C1)Cc1ccco1 (stereo not given)	2	6	-0.5	0.5	0	7	-6	-5	-2
COc1ccc(C)cc1C(=O)CCC(=O)NC1CCCCC1	0	10	3.4	-1.4	-2	15	-4	-4	4
O=C(CN1CCOCC1)N1CCN(C(=O)CN2CCOCC2)CC1	nt	nt	-0.5	-0.3	0	nt	0	nt	nt
Cc1[nH]c2ccccc2c1SCc1ccccc1	11	11	-0.2	3.7	0	83*	4	5	25
O=C(OCc1ccc(F)cc1Cl)c1ccccn1	-9	7	-0.9	-0.5	1	28	6	-9	8
COc1cc([N+](=O)[O-])ccc1NC(=O)C[n+]1cccc(C(C)=O)c1	3	2	0.4	1.2	-1	0	-14	-5	21
Cc1cc(C)n(CC2CC(=O)N(c3ccccc3)C2=O)n1 (stereo not given)	7	9	4.3	-0.2	1	16	-12	6	-16
Cc1noc(C)c1C(=O)NCCCN1CCCC1=O	-11	5	-0.5	0.0	-1	5	4	2	13
Cc1ccc(OCCn2c(=O)n(C)c3ccccc32)cc1	4	6	1.0	3.1	-3	-32	-3	-3	0
CCOC(=O)NC(NC(=S)Nc1ccc(OCC)cc1)C(Cl)(Cl)Cl (stereo not given)	8	4	-0.4	2.5	0	-56	-4	11	-2
Cc1c2c(c(C)n1C)C(C(=O)NC1CCCCC1)N(Cc1ccccc1)C2=O (stereo not given)	-1	5	1.2	0.4	-1	6	-5	-7	-11
COC(=O)c1cc(C(=O)OC)cc(N2C(=O)CC(NNC(=O)c3ccc(C)cc3)C2=O)c1 (stereo not given)	4	1	2.6	1.9	2	15	0	8	38
NS(=O)(=O)c1ccc(N=Cc2ccc(Br)s2)cc1	11	5	1.5	0.7	-1	23	20	6	-1
Cc1ccc(-n2nnnc2SCCNS(=O)(=O)c2ccccc2)cc1C	-2	8	-3.8	0.6	-1	58	4	-5	9
CCOC(=O)CNC(=O)c1cc(OC)cc(OC)c1	4	4	-0.2	0.7	-3	2	-5	7	nt
N#Cc1ccc(-c2ccc3c(c2)OCO3)nc1SCC(=O)OCc1ccccc1	-39	9	0.2	0.9	6	-3	10	-23	20
Nc1nc(N)c2cc(Sc3ccc4ccccc4c3)ccc2n1	7	53*	-30	-2.8	-2	40	-9	-1	34
CCn1c(C)nc2cc(N)ccc21	5	11	0.6	0.6	-2	-7	-10	-2	8
COc1cccc(-c2csc(/C(C#N)=C/Nc3cc4oc5ccccc5c4cc3OC)n2)c1	1	14	2.7	-0.3	1	-3	1	-5	nt
CCOC(=O)CSC1=NC(=O)/C(=C/c2ccc(OC)cc2)S1	29	29	1.4	1.8	-1	50	9	24	19

High-throughput results as filed in PubChem BioAssay.
